NCOA1 inh: SRC1 coactivator transcriptional activity inhibitors, primary screen, cell-based, luminescence; HEK293 GAL4-SRC1 luciferase reporter; inhibition, % at 3.6 µM; 360,000 tested, 0.12% active; AID 588354, 2011;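 active means inhibition above the campaign mean plus 3 SD, with each screening campaign given its own cutoff, cut at about 60% in these data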;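 further: 0% = DMSO treated cells and 100% = gossypol at 36 µM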
SRC2 inh: inhibition of GAL4-SRC2 driven luciferase reporter, primary screen, SRC2 inhibitor project, cell-based, luminescence | Nuclear receptor coactivator 2 (Homo sapiens), Q15596 | HEK293 GAL4-SRC2 luciferase reporter | inhibition, % at 9 µM | 370,000 tested, 0.17% active | AID 651957, 2012;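 active means inhibition above the mean inhibition of all tested compounds plus 3 SD, set per campaign, cut at about 52% in these data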;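 further: 0% = DMSO treated cells and 100% = cells given Gossypol at 36 µM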
NR2F2 inh: NR2F2 transcriptional activity inhibitors, primary screen, cell-based, luciferase reporter, HEK293T, luminescence. HEK293T NGFI-A luciferase reporter. inhibition, % at 8.6 µM. 370,000 tested, 0.7% active. AID 686940, 2013;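 active means inhibition above a per-plate cutoff, mean inhibition of test wells between control levels plus 3 SD, cut at about 38% in these data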;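 further: cells cotransfected with COUP-TFII expression vector driving the NGFI-A reporter; 0% = median of COUP-TF2 test wells and 100% = reporter-only cells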
Target sequence (P24468 whole entry, looked up): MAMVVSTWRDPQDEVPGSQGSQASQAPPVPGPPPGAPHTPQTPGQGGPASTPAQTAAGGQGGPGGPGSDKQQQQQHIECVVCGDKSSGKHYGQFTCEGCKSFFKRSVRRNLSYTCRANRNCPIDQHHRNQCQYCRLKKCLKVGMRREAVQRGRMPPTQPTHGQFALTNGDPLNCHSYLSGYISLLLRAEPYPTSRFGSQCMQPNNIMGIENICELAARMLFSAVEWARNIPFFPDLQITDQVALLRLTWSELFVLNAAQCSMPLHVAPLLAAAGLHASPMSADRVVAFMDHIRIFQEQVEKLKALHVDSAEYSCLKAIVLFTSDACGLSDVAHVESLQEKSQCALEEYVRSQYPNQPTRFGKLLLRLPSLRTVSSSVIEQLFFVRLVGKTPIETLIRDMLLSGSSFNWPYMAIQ
NR5A2 inv ag: LRH-1 (NR5A2) inverse agonists, primary screen, cell-based, luminescence, HEK293T, StAR-luciferase reporter; Nuclear receptor subfamily 5 group A member 2 (Homo sapiens), O00482; LRH-1 transfected, 24 h; inhibition, % at 3.6 µM; 360,000 tested, 0.13% active; AID 602396, 2012;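 active means inhibition above the mean inhibition of all tested compounds plus 3 SD, cut at about 73% in these data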;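 further: 0% = DMSO wells and 100% = reporter-only cells lacking LRH-1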
TLR9-MyD88 block: inhibitors of TLR9-MyD88 association in cells, primary screen, cell-based, CHO, BLA complementation, fluorescence | inhibition, % at 4.98 µM | AID 504734, 2011 | 340,000 tested, 0.21% active | CCF4 FRET ratio;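 active means inhibition above the mean over all tested compounds plus 3 SD, cut at about 21% in these data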;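 further: 0% = DMSO only wells and 100% = clavulanate BLA inhibitor control wells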
NOD2 RIPK2 PPI: NOD2-RIPK2 binding disruptors in cells, primary screen, fluorescence, CHO cells, BLA complementation. Receptor-interacting serine/threonine-protein kinase 2 (Homo sapiens), O43353. AID 624267, 2012. inhibition, % at 4.98 µM. CCF4 ratio. 360,000 tested, 0.38% active; in the data active means inhibition above about 21%;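 further: 0% = vehicle only and 100% = reference blocker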
Target sequence (O43353 whole entry, looked up): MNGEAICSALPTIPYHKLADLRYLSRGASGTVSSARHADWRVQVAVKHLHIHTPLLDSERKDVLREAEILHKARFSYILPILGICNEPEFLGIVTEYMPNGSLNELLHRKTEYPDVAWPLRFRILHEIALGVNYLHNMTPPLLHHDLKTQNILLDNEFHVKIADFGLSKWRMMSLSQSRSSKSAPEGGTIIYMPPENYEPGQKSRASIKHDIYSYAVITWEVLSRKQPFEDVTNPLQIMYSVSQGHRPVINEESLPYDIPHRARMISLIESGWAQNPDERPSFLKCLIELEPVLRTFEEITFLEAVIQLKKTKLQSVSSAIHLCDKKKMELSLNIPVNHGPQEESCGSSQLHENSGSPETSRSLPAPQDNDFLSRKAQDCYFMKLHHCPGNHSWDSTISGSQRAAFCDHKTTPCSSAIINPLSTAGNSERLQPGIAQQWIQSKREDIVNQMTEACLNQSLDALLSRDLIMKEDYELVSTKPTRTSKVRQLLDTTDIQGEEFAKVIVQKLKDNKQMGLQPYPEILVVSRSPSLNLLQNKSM
C8 TRAIL sens: viability loss with TRAIL in NB7+C8 cells, primary screen, TRAIL sensitizer project, cell-based, ATPlite luminescence | 360,000 tested, 1% active | AID 624354, 2012 | inhibition (viability loss, TRAIL sensitization), % at 10 µM;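 active means compounds causing at least 50% loss of cell viability in the single-dose screen, relative to plate controls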
TROY signal inh: inhibitors of TROY-driven NF-kB signaling, primary screen, Q293 LMP1-TROYcd cells, NF-kB luciferase, uHTS | Q293 LMP1-TROYcd NF-kB luciferase reporter, 4 h | inhibition, % at 10 µM | 360,000 tested, 0.98% active | AID 1347056, 2019;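 active means compounds whose plate-normalised and pattern-corrected inhibition of the luciferase reporter signal at the single screening dose is 50% or more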
NCOA3 inh: SRC3 coactivator transcriptional activity inhibitors, primary screen, cell-based, luminescence; Nuclear receptor coactivator 3 (Homo sapiens), Q9Y6Q9; HEK293 GAL4-SRC3 luciferase reporter; inhibition, % at 3.6 µM; 360,000 tested, 0.17% active;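 active means inhibition above a per-campaign cutoff, the mean of all compounds plus 3 SD, cut at about 60% in these data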;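 further: 0% = DMSO-treated cells and 100% = gossypol-treated cells at 36 µM; higher means less SRC3-driven luciferase light from the GAL4 reporter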
LMP1 NFkB inh: EBV LMP1-driven NF-kappaB luciferase reporter inhibitors, primary screen, cell-based, luminescence, single point. inhibition, % at 12.5 µM. LMP1-induced NF-kappaB luciferase reporter cells. 350,000 tested, 0.69% active. AID 504558, 2011; in the data active means inhibition above about 41%;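 further: 0% = neutral control wells and 100% = reference inhibitor control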
TWEAK-Fn14 inh: inhibitors of TWEAK-Fn14 signaling, primary screen, luciferase reporter cells, uHTS | TWEAK-stimulated Fn14 reporter cells, luciferase luminescence, 8 h | inhibition, % at 10 µM | 360,000 tested, 2% active | AID 1159606, 2016; in the data active means inhibition above about 50%
* marks the source's active call; other numbers are inactive results; . = no result given.

SMILES	NCOA1 inh	SRC2 inh	NR2F2 inh	NR5A2 inv ag	TLR9-MyD88 block	NOD2 RIPK2 PPI	C8 TRAIL sens	TROY signal inh	NCOA3 inh	LMP1 NFkB inh	TWEAK-Fn14 inh
CCOc1ccc(C(C)(C)C)cc1S(=O)(=O)N1CCOCC1	9	23	7	7	-2	-8	-13	-10	-16	-6	-1
COC(=O)c1ccc(C(=O)OC)c(NC(=O)Cc2cccs2)c1	-13	-22	4	8	2	-10	3	-28	-16	-1	-12
c1coc(C2Nc3ccccc3-c3nc4ccccc4n32)c1 (stereo not drawn)	-71	-32	-37	-52	12	12	-5	-23	-55	-20	29
C/C(=N\NC(=O)c1ccc(-c2ccccc2)cc1)C1C(=O)c2ccccc2C1=O	16	-3	10	7	-8	-1	2	56*	-16	8	46
O=c1oc2cc(O)ccc2c2ccccc12	-1	-27	0	-22	3	8	-8	-33	-2	1	-7
Cc1ccccc1OCC(=O)O/N=C(\N)c1ccncc1	-104	-48	-26	-38	5	-2	8	-16	-45	-15	-23
COc1ccc(C(=O)N(CC2CCCO2)C(C(=O)NC2CCCC2)c2ccc(Cl)cc2)cc1OC (stereo not drawn)	12	-13	3	-2	2	0	11	-10	16	5	15
CCc1ccc(C(=O)NCC2COc3ccccc3O2)o1 (stereo not drawn)	-41	-43	-5	-21	-1	-2	1	-74	-40	9	-9
CCCn1c(Cc2ccccc2)nnc1SC(C)C(=O)NC1CC1 (stereo not drawn)	-4	-38	-1	3	-2	-3	-4	-13	9	3	-9
CC(C)(C)NC(=O)C(c1ccccc1F)n1c(=O)c(-c2cc3ccccc3[nH]2)nc2ccccc21 (stereo not drawn)	.	-1	6	18	.	50*	-1	.	.	.	.
CCC(C)(C(=O)NC1CCCCC1)N(Cc1ccco1)C(=O)c1ccc2c(c1)OCO2 (stereo not drawn)	22	-10	9	21	-1	-12	6	2	16	-2	-4
Cc1ccc(S(=O)(=O)N2CCCC(C(=O)N3CCCc4ccccc43)C2)cc1 (stereo not drawn)	2	-3	-5	-11	4	5	3	19	4	-9	20
O=C(COC(=O)c1ccc2ccccc2n1)Nc1ccccc1F	1	-3	14	-1	4	2	-34	-8	18	-7	-13
C=CC(=O)N=c1sc2ccccc2n1-c1ccccc1	-4	18	1	4	-2	3	1	38	11	-12	23
NS(=O)(=O)c1ccc(NN=C2CCCCC2)c([N+](=O)[O-])c1	-17	-2	10	0	1	-6	7	2	21	-11	-5

As a working copy, part of the list above:
SMILES	NCOA1 inh	SRC2 inh	NR2F2 inh	NR5A2 inv ag	TLR9-MyD88 block	NOD2 RIPK2 PPI	C8 TRAIL sens	TROY signal inh	NCOA3 inh	LMP1 NFkB inh	TWEAK-Fn14 inh
CCOc1ccc(C(C)(C)C)cc1S(=O)(=O)N1CCOCC1	9	23	7	7	-2	-8	-13	-10	-16	-6	-1
COC(=O)c1ccc(C(=O)OC)c(NC(=O)Cc2cccs2)c1	-13	-22	4	8	2	-10	3	-28	-16	-1	-12

Other records
SMILES	NCOA1 inh	SRC2 inh	NR2F2 inh	NR5A2 inv ag	TLR9-MyD88 block	NOD2 RIPK2 PPI	C8 TRAIL sens	TROY signal inh	NCOA3 inh	LMP1 NFkB inh	TWEAK-Fn14 inh
Cc1cccc(NC(=O)c2ccccc2-c2ccccc2)c1	9	19	-8	9	12	3	1	-4	-4	9	-1
Cc1noc(C)c1COC(=O)COc1cccc2c1OC(C)(C)C2	4	6	-5	-3	3	-3	6	2	12	1	-19
Cc1ccc(CSc2nnc3ccc(-c4ccncc4)nn23)cc1	18	23	-6	3	-3	2	7	16	18	10	9
Cc1nc(C(F)(F)F)ccc1C(=O)N1CCC1(C)C(=O)NS(=O)(=O)c1ccc2c(c1)CCO2 (stereo not drawn)	-10	-8	16	4	.	5	-24	0	1	.	-9
Cc1ccc(C(C)C)cc1OCC(=O)Nc1ccc(-n2cnnn2)cc1	1	13	7	-12	-2	-10	-10	10	-5	-14	11
COc1cc(C)c(NC(=O)C(=S)NCCc2ccccc2)cc1C	-10	2	-18	-13	7	1	-6	-2	4	2	-1
CC(C)(C)NC(=O)C(c1ccc(C(F)(F)F)cc1)n1c(=O)c(-c2ccco2)nc2ccccc21 (stereo not drawn)	.	-1	6	-9	.	-10	1	.	.	.	.
O=C(COC(=O)c1cc[n+]([O-])cc1)Nc1ccccc1Cl	-8	-10	15	18	2	2	0	-24	13	-5	-3
CCOc1ccc(-c2nnc(SCC(=O)O)n2Cc2ccccc2)cc1	10	-1	-20	4	0	-9	4	12	-5	-19	1
COC(=O)CN(C#N)c1nc(NC(C)C)nc(NC(C)C)n1	-17	2	10	-10	5	-3	1	13	17	4	-17
C=CCC[C@H](Cc1ccc(F)cc1)C(=O)OC[C@@H](Cc1c[nH]c2ccccc12)NC(=O)[C@@H](CC=C)CC(=O)N(CCO)Cc1ccccc1	3	5	8	12	-8	7	30	12	7	7	49
CCOC(=O)c1sc(N)c(C(=O)Nc2ccccc2OC)c1C	-9	29	11	6	-3	8	-21	2	0	3	19
COc1cc(OC)cc(-c2c(-c3cccs3)c3cc(-c4ccc(CN5CCOCC5)cc4)ccc3n2C)c1	-8	-5	-1	-8	3	2	18	-4	-14	-1	-24
Clc1ccc(/C=C\c2nccc3c2[nH]c2ccccc23)cc1	-3	-47	0	-13	-74	-57	7	-24	-3	-31	-1
Cc1ccc(N=Nc2c(N)nn(-c3ccccc3)c2N)cc1	-175	-87	-36	-125	-3	-2	19	-32	-106	4	28
COc1ccccc1N1CCN(C(c2cccs2)C(C)NC(=O)c2cccs2)CC1 (stereo not drawn)	9	-11	8	-7	-1	-7	-5	-8	8	4	3
CC(C)CCn1nc(C(=O)Nc2nc3c(s2)CCCC3)c2ccccc2c1=O	4	12	4	-9	7	-13	0	2	3	5	-31
Cc1ccc2c(c1)S/C(=C/c1ccc[n+](CCO)c1)N2C	21	9	25	9	8	-1	22	-32	23	-1	0
COc1ccc(Oc2nnnn2-c2ccccc2)cc1	-33	-44	-13	-25	-6	-8	-3	-38	-12	-4	12
Cc1ccc(CNC(=O)C2CSC3(C)CCC(=O)N23)cc1 (stereo not drawn)	8	13	-15	9	4	-14	-4	-14	9	10	-1
Cc1cccc(N2CCN(C(=O)CN3CCOc4ccccc43)CC2C)c1 (stereo not drawn)	8	16	25	5	-7	-10	-2	5	12	0	0
Cc1ccc(NC(=O)CSc2nnc(CCNC(=O)OC(C)(C)C)o2)c(C)c1	-30	-14	-1	2	-7	-6	-19	-2	0	2	3
O=c1c(C(c2ccc(Br)cc2)c2c(O)nc3n(c2=O)CCS3)c(O)nc2n1CCS2	-12	6	18	-1	9	5	5	-3	2	-4	14
COc1ccc(C(=O)OCC(=O)NC(=O)NC2CCCC2)cc1[N+](=O)[O-]	8	-2	12	20	2	-3	-9	3	1	3	4
Cc1cc(C(=O)CN2C(=O)NC(C)(c3ccccc3)C2=O)c(C)n1CC1CCCO1 (stereo not drawn)	1	.	.	1	-11	-8	4	0	0	-7	2
COc1ccc(C(=O)n2nnc3ccccc32)cc1OC	-14	-16	-13	4	-7	-10	17	11	0	-5	25
CCCCN(CC)CCNc1c(NC2CCN(C(=O)OCC)CC2)c(=O)c1=O	6	-14	1	-14	3	-7	-7	-16	-4	-4	15
CNC(=O)COC(=O)c1ccc(-c2nc3ccccc3s2)s1	-73	-53	-18	-30	-9	-15	11	-8	-69	-34	47
Cc1ccc(NC(=O)CN2CCCN(S(=O)(=O)c3ccc(Br)s3)CC2)cc1	2	.	.	13	3	8	21	-2	9	-15	-19
COC(=O)c1cccc(NC(=O)CCc2cc(OC)c(OC)c(OC)c2)c1	6	-6	15	8	-5	-5	-10	-9	2	3	14
CC(NC(=O)/C(C#N)=C/c1cn[nH]c1-c1ccccc1)c1ccccc1 (stereo not drawn)	-1	-3	5	13	3	2	-6	3	12	6	9
COc1ccc(NC(=S)N(CCCN2CCOCC2)Cc2ccccn2)cc1	-12	-35	9	6	2	3	-4	-24	-7	3	38
COc1ccc(S(=O)(=O)N2CCC(C(N)=O)CC2)cc1	8	5	-6	3	3	3	4	-18	0	-6	-9
COc1ccc(-c2csc(N(C)C(=O)c3ccco3)n2)cc1	-77	-64	-61	-59	-6	-7	8	-54	-40	-41	-29
C[C@H](CO)N1C[C@H](C)[C@@H](CN(C)C(=O)Nc2ccccc2)Oc2c(NC(=O)NC3CCCCC3)cccc2C1=O	-12	12	-17	1	-3	-10	-11	0	6	-4	-4
Cc1nc(NC(=O)c2ccccc2O)sc1C	-122	-41	-13	-80	-6	3	30	-38	-80	-14	-11
CCNC(=O)C1CCCN(C(=O)c2cccc(C(F)(F)F)c2)CC1 (stereo not drawn)	10	7	6	10	.	-1	-8	-7	-2	.	-9
CCSc1nnc(NC(=O)c2c(-c3ccccc3Cl)noc2C)s1	-1	-30	5	7	4	4	-10	2	-11	6	-6
Cc1ccc(C(=O)N2CCN(C(=O)CN3CCCC3)C2)cc1	5	7	1	34	-5	-1	-15	-3	19	3	-1
Oc1cccc(Nc2nc(O)c(/C=C3\C=Nc4ccccc43)s2)c1	-57	-55	-44	-55	-6	5	0	-41	-52	-5	15
CCN(CC)c1ccc(NC(=O)COc2ccc(C)cc2)cc1	2	-5	7	8	-1	-11	0	10	9	-6	-23
C/C(=C\C(=O)O)C12CC3CC(CC(C3)C1)C2	-16	-21	3	-11	-1	4	7	-14	2	4	-4
Cc1ccc(-c2cc(C(=O)N/N=C/c3ccc(F)cc3)n[nH]2)o1	-7	-13	-11	-14	1	-6	3	-5	7	1	-1
COc1ccc(NC(=O)c2cccnc2Nc2ccccc2)cc1	-27	-4	3	-33	-6	3	5	-15	-17	-3	4
C=CCn1c(-c2ccccc2)c[nH]c1=S	-61	-24	-22	-53	4	-6	-3	-26	-51	-30	3
O=C(NCCC(=O)N1CCN(S(=O)(=O)c2ccccc2)CC1)c1ccc(Br)cc1	-10	-41	-14	-7	4	6	-11	12	11	-4	0
CCOC(=O)C/C(C)=N/NC(=O)COc1ccccc1C	3	-2	20	-4	-2	2	0	10	-2	8	10
Cc1cc(-c2nc3cc(F)ccc3s2)ccc1N	-101	-30	-9	-74	-5	-23	73*	34	-109	11	75*
O=C(CCn1nnc2ccccc21)N/N=C\Cc1ccccc1	-5	15	7	3	2	-4	-11	-23	-7	-5	-2
CCc1cccc(C)c1NS(=O)(=O)c1c(C)nc2sccn2c1=O	13	16	-1	-1	11	6	-16	-2	4	-4	5
Cc1ccc(N=Nc2c(N)n(-c3ccccc3)[nH]c2=O)cc1	-74	-35	-38	-69	3	7	15	.	-68	-38	-26

Screening data (PubChem)

Some of the compounds tested, so the mix of outcomes need not match the whole.
